Screening results (PubChem BioAssay)
DENV2 CPE rescue = DENV2-induced cell death inhibition; DENV2-infected cells, cytopathic effect rescue, plate reader; CPE inhibition, % at 9.99 µM; 1.7% of 350,000 active; in the data active = CPE inhibition above about 20%, passing the limit was not always enough; inconclusive = no clear call, values can overlap the other calls; tested in BHK-21 cells;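 note: 0% = median of neutral control wells and 100% = median of positive control wells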
Xi reactivation = reactivates the inactive X chromosome in mouse fibroblasts; XiGFP mouse fibroblasts, % GFP-positive cells imaging, 3 d; cells co-treated with 5-aza-dC sensitizer; scaled so ellipticine positive control = 100%; activation, % at 7.58 µM; 0.055% of 360,000 active; AID 743238;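 active = mean normalized replicate activation at least 10% and every replicate at or above 10%; inconclusive = only one of the two criteria met; inactive = mean below 10% and not all replicates reach 10%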;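 note: 0% = median of on-plate neutral control wells and 100% = ellipticine 6 µM median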
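Material: SV40-immortalized XiGFP fibroblast cells, line 68-5-11 | Buffer or medium: DMEM containing 5-aza-dC | Dosing: One concentration, pinned | Times: 3 d treatment, 15 min room-temperature fixation | Controls: Ellipticine 6 µM positive control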
CFTR F508del cor = CFTR F508del correction in bronchial cells; 0.36% of 350,000 active; CFBE cells, YFP halide quenching; stimulated with forskolin plus potentiator P3; % fluorescence drop versus neutral controls; AID 720511; activity (quench increase), % at 7.58 µM;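 active = mean added fluorescence quench of at least 8% versus neutral control, with both replicates also reaching 8%; inconclusive = only one of the mean or replicate conditions met; inactive = mean below 8% and not both replicates reaching 8%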;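 note: cells transiently co-express mutant CFTR-F508del with the halide-sensitive YFP; corrector assay measuring rescue of mutant channel to the surface after 24 h compound exposure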
RAD54 inh = inhibitors of human RAD54 branch migration; Q92698; RAD54 Holliday junction branch migration, FAM/BHQ fluorescence; inhibition, % at 10.4 µM; 0.14% of 360,000 active;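 active = mean normalized replicate activity at least 40 and at least half of replicates scoring 40 or more; inconclusive = only one of the two criteria met; inactive = mean below 40 and under half of replicates reaching 40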;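 note: 0% = median of neutral control wells and 100% = median of positive control wells; inhibitors cause a drop in the FAM fluorescence signal; in these data hits start at about 50%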
INS-1E GSIS act = primary screen for activators of insulin secretion dependent on glucose, INS-1E cells, GLuc reporter luminescence; INS-1E GLuc reporter insulin secretion, 2-3 h; activation, % at 16.6 µM; 0.61% of 370,000 active; AID 743287;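 active = lowest replicate activation of at least 40%, so every replicate reaches that level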;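 note: 0% = median of neutral control wells and 100% = median of IBMX positive control wells; some compounds called inactive have numbers as strong as hits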
RAD52 anneal inh = inhibitors of human RAD52 DNA annealing; recombinant RAD52 DNA annealing, FRET fluorescence; inhibition, % at 18.7 µM; 0.46% of 360,000 active; AID 651710;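 active = every replicate showing at least 50% inhibition; inconclusive = mean inhibition at least 50% but not in every replicate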
Target sequence (P43351 whole entry, looked up): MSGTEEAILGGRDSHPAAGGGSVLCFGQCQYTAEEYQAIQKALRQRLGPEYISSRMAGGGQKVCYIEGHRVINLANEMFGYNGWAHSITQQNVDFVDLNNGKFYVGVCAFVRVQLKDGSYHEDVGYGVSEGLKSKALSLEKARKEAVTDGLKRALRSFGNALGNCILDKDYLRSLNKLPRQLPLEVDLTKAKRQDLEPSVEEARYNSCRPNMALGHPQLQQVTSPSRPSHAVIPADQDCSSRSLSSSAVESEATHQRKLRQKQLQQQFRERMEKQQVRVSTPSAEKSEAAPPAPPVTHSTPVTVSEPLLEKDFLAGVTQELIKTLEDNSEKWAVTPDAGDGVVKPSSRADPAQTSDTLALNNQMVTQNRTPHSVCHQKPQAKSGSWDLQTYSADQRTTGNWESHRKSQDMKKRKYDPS
E-selectin induc = induces E-selectin expression in human endothelial cells; P16581; HUVEC E-selectin immunofluorescence imaging; normalized: neutral wells 0, TNF-alpha wells 100; activation, % at 7.58 µM; 0.37% of 260,000 active; AID 686992;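 active = mean E-selectin-positive cell signal at least 10% of the positive control, reached in at least 60% of replicates, without over 20% cell loss; inconclusive = no rule given, readout overlaps actives, possibly toxicity-flagged; inactive = the rest, including those meeting only one limit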;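 note: in these data hits start at about 27%; measured in HUVEC primary endothelial cells; signal is the percent of cells scored E-selectin positive by PE staining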
Target sequence (P16581 whole entry, looked up): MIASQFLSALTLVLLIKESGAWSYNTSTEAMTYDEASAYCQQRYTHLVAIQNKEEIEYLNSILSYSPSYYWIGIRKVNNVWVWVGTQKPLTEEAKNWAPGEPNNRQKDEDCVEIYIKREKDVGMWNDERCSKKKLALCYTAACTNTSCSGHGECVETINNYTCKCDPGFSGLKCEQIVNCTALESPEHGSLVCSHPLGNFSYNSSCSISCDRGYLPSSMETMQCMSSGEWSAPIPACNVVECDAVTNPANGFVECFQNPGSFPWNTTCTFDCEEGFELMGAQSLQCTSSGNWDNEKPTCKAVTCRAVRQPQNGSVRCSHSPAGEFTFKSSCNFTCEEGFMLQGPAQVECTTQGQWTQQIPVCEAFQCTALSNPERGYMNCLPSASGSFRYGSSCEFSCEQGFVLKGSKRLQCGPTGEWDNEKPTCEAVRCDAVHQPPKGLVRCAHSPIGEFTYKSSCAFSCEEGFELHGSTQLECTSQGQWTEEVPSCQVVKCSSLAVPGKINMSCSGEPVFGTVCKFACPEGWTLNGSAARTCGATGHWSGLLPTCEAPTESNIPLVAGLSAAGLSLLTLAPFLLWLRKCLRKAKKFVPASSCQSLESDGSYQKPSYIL
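System: HUVEC / Compound: single concentration / Signal: immunofluorescence imaging / Read-out: percent E-selectin-positive cells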
Casp6 inh = caspase-6 (human) enzyme inhibition. AID 686996. 0.53% of 350,000 active. purified caspase-6, Z-VEID-R110 cleavage fluorescence. inhibition, % at 12.5 µM. P55212;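 active = mean inhibition across replicates at least about 35%, with every replicate also reaching that limit, limit read from the data; inconclusive = only one of the two criteria met; inactive = neither criterion met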;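 note: 0% = median of neutral control wells and 100% = no fluorescence left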
Starred values were filed as active, the others as inactive; ? = inconclusive; nt = no result given; & = joins results of further samples; ! = repeats disagree.

SMILES	DENV2 CPE rescue	Xi reactivation	CFTR F508del cor	RAD54 inh	INS-1E GSIS act	RAD52 anneal inh	E-selectin induc	Casp6 inh
COc1ccc(-c2ccc(CN3C(C)C(=O)N(Cc4cn(Cc5ccco5)nn4)CCS3(=O)=O)cc2)cc1 (centres undefined)	-6	-0.1	-4.0	nt	-10	-15	-0.1	7
C[C@H](CO)N1C[C@H](C)[C@@H](CN(C)Cc2ccccc2)Oc2cc(/C=C/c3ccccc3)ccc2S1(=O)=O	-6	5.3	1.4	5	14	9	-0.3	-1
Cc1sc2nc(CC(=O)NN)[nH]c(=O)c2c1C	3	0.0	0.8	-7	-2	-9	4.0	7
CC(c1nc2ccccc2c(=O)[nH]1)N1CCOCC1 (centres undefined)	-5	0.1	-0.6	1	17	-13	nt	-1
Cc1cc(C)c(NC(=O)/C(=C/c2ccccc2)c2ccccc2)c(C)c1	3	0.2	nt	nt	nt	-3	0.2	0
COc1ccc(C)cc1NC(=O)CSc1ccc(-c2sc(C)nc2C)nn1	-2	0.0	-0.2	2	10	-6	-0.8	0
S=c1[nH]nc(-c2ccccn2)n1/N=C/c1ccc(Cl)c(Cl)c1	5	0.3	0.7	7	1	-10	0.1	2
O=C(C[C@@H]1CC[C@H](NS(=O)(=O)c2ccccc2)[C@@H](CO)O1)NCCN1CCCCC1	14	0.2	-1.9	-1	2	6	-1.4	-11
O=C(O)C1C2CC2CN1C(=O)c1ccc(Cl)cc1 (centres undefined)	0	0.0	3.1	nt	5	9	nt	-2
Cc1ccc(NC(=O)CCc2ccc(S(=O)(=O)N3CCOCC3)cc2)c(O)c1	-5	0.3	0.3	1	-4	-5	0.1	-4
CC(C)CN(C(=O)COC(=O)C1=COCCO1)c1c(N)n(Cc2ccccc2)c(=O)[nH]c1=O	-7	0.1	1.2	0	7	-7	nt	-1
COc1cc(/C=C(/C#N)c2nc(-c3cc4ccccc4oc3=O)cs2)cc([N+](=O)[O-])c1O	5	0.1	2.4	nt	-1	0	1.9	2
Cc1ccc(S(=O)(=O)c2cc3c(=O)n4ccccc4nc3n(C3CCCC3)c2=N)cc1	?	-0.1	7.7	4	14	-30	nt	4
O=C(NCc1ccncc1)c1cc2ccccc2nc1Cl	7	4.3	-0.4	-6	7	-7	0.1	-1
CC(C)C[C@@H]1NC(=O)[C@@H]2C[C@H](C(=O)O)[C@H](c3cccc(OCCO)c3)N2C1=O	3	nt	-3.1	0	nt	2	nt	1
Cc1cccc(Nc2nnc(SCC(=O)N(C)C3CCS(=O)(=O)C3)s2)c1C (centres undefined)	1	0.6	nt	nt	10	-7	-1.1	-1
CC(C)c1ccc(OCc2ccc(C(=O)NN3CCN(C)CC3)o2)cc1	-10	0.1	3.1	nt	3	13	0.5	-2
O=C(COC(=O)c1cnccn1)NCCc1ccc(Cl)cc1	-13	0.4	0.9	-7	8	-22	nt	0
CC(C)(C)OC(=O)N[C@@H](COCc1ccccc1)C(=O)N[C@@H](CO)[C@H](O)[C@@H]1C[C@@H]1C(=O)N1CCCC1	nt	0.0	-3.4	2	nt	-12	0.1	1
CCOC(=O)C1CCCN(S(=O)(=O)CCNC(=O)c2ccc3c(c2)OCO3)C1 (centres undefined)	13	0.0	2.9	4	8	-9	1.2	-3
C[C@@H]1CCCCO[C@@H](CN(C)Cc2ccc(C(F)(F)F)cc2)[C@@H](C)CN([C@@H](C)CO)C(=O)c2cc(NC(=O)C3CCCCC3)ccc2O1	-5	0.0	0.3	0	-19	nt	0.2	nt
CC(C)OC(=O)N(C)C[C@@H]1OCc2cn(nn2)CCCC(=O)N([C@@H](C)CO)C[C@H]1C	36*!	0.0&0.4	4.8&-1.8	-20&5	3&-4	6&-1	-2.4	-21&1
Cc1ccccc1NS(=O)(=O)c1ccc(C(=O)N2CCN(c3ccccc3O)CC2)cc1	-9	0.0	0.4	-5	-2	-10	-0.3	5
CCCCCCC1CCC(C(=O)N2CCOCC2)CC1 (centres undefined)	2	0.0	-1.1	nt	8	-2	nt	1
Fc1ccc(-c2nc(-c3cccs3)no2)cc1	nt	0.0	-1.0	nt	28	-8	1.2	1

Next section, starting with the last 7 of the part before.
SMILES	DENV2 CPE rescue	Xi reactivation	CFTR F508del cor	RAD54 inh	INS-1E GSIS act	RAD52 anneal inh	E-selectin induc	Casp6 inh
CC(C)(C)OC(=O)N[C@@H](COCc1ccccc1)C(=O)N[C@@H](CO)[C@H](O)[C@@H]1C[C@@H]1C(=O)N1CCCC1	nt	0.0	-3.4	2	nt	-12	0.1	1
CCOC(=O)C1CCCN(S(=O)(=O)CCNC(=O)c2ccc3c(c2)OCO3)C1 (centres undefined)	13	0.0	2.9	4	8	-9	1.2	-3
C[C@@H]1CCCCO[C@@H](CN(C)Cc2ccc(C(F)(F)F)cc2)[C@@H](C)CN([C@@H](C)CO)C(=O)c2cc(NC(=O)C3CCCCC3)ccc2O1	-5	0.0	0.3	0	-19	nt	0.2	nt
CC(C)OC(=O)N(C)C[C@@H]1OCc2cn(nn2)CCCC(=O)N([C@@H](C)CO)C[C@H]1C	36*!	0.0&0.4	4.8&-1.8	-20&5	3&-4	6&-1	-2.4	-21&1
Cc1ccccc1NS(=O)(=O)c1ccc(C(=O)N2CCN(c3ccccc3O)CC2)cc1	-9	0.0	0.4	-5	-2	-10	-0.3	5
CCCCCCC1CCC(C(=O)N2CCOCC2)CC1 (centres undefined)	2	0.0	-1.1	nt	8	-2	nt	1
Fc1ccc(-c2nc(-c3cccs3)no2)cc1	nt	0.0	-1.0	nt	28	-8	1.2	1
C[C@H]1CN([C@@H](C)CO)C(=O)c2cc(NC(=O)CCN3CCOCC3)ccc2O[C@@H]1CN(C)C(=O)Nc1cccc2ccccc12	nt	-0.1	1.0	nt	17	nt	0.6	nt
CC1(C)NC(=O)N(CC(=O)N2CCN(c3cccc(C(F)(F)F)c3)CC2)C1=O	-4	0.0	3.3	3	21	-5	nt	3
Cc1ccc(N2C(=O)CC(N3CCN(S(=O)(=O)c4ccccc4)CC3)C2=O)c(C)c1 (centres undefined)	2	0.1	0.5	-11	-2	-8	-0.1	5
CCCSc1ncccc1C(=O)O	4	0.3	-2.4	2	15	-2	0.0	1
COc1ccc(-c2cnc3c(c2)C(=O)N([C@@H](C)CO)C[C@H](C)[C@@H](CN(C)Cc2ccccc2)O3)cc1	48*	0.1	1.7	-3	-2	4	0.3	1
CCCNC(=O)N(C)C[C@@H]1Oc2ncc(C#C[C@H](C)O)cc2C(=O)N([C@@H](C)CO)C[C@@H]1C	-1	0.0	1.4	2	30	-10	-0.2	-2
CO[C@@H]1CN(C)C(=O)c2cc(NS(=O)(=O)CC(F)(F)F)ccc2OC[C@H](C)N(Cc2ccccn2)C[C@H]1C	0	-0.2	-1.4	-4	2	-1	0.7	-2
COc1ccccc1C(=O)Nc1ccc2c(c1)OC[C@@H](C)N(C(C)=O)C[C@H](C)[C@@H](OC)CN(C)C2=O	1	0.1	2.1	4	-8	-7	0.0	nt
Cc1cc(C)cc(NC(=O)Nc2ccc(-n3ccc(C(F)(F)F)n3)cc2)c1	-12	0.1	-2.4	3	3	0	46*	-2
O=S(=O)(c1ccccc1F)N1CCCCN2[C@H](CO)[C@H](c3ccc(-c4cncnc4)cc3)[C@@H]2C1	-10	0.0	0.1	-1	-1	-1	0.1	-5
Cc1c(C(=O)Nc2ccncc2)sc2nc(-c3ccccc3)cn12	-3	-0.2	-1.2	-9	5	-64	-0.6	-1
Cc1ccc2nc(-c3ccc(-c4cccc(Cl)c4)cc3)c(NCc3ccccc3)n2c1	4	0.0	5.2	5	9	-7	1.5	1
COc1ccc(C2NC(=O)CCC2[N+](=O)[O-])c(OC)c1OC (centres undefined)	7	0.0	0.1	5	1	-8	nt	0
Cc1ccc(OCC(=O)Nc2ccc(C)c(S(=O)(=O)N3CCCCCC3)c2)c([N+](=O)[O-])n1	nt	0.0	-2.5	1	-17	-17	1.8	-5
Cc1cccn2c(=O)nc(SCC(=O)N3CC(C)OC(C)C3)nc12 (centres undefined)	-4	0.3	0.5	-2	24	-7	0.3	-1
Cc1ccc(N(CC(=O)NC2CCCCC2C)S(=O)(=O)c2c(C)nn(C)c2C)cc1 (centres undefined)	-5	0.1	-0.5	1	11	-13	0.0	0
COc1cc2cnc(-c3ccsc3)cc2cc1OC	-7	-0.1	1.7	17	50*	2	0.0	0
O=C(N[C@H]1CC[C@H](CCNS(=O)(=O)c2ccc(F)cc2)O[C@H]1CO)c1cccnc1	3	-0.1	1.2	-2	2	-14	-2.2	-2
CC(C)n1cnc2c(Nc3cccc(F)c3)nc(NCCO)nc21	-12	-0.3	3.8	-8	2	-15	0.0	-1
CCN1C(=O)[C@H]2[C@@H](c3ccc(-c4ccc(F)cc4)c(OC)c3)N[C@@](CC(C)C)(C(=O)OC)[C@H]2C1=O	0	-0.1	-2.9	nt	-16	-14	0.1	3
CCCCn1c(C2CCCCC2)nc2cc3[nH]c(=O)c(C(C)C)nc3cc21	6	0.1	2.7	-17	-11	-21	1.8	nt
C[C@H]1CN(Cc2ccccc2)C(=O)[C@@H]1CC(=O)NCc1ccccc1	0	0.1	2.4	4	-2	-6	nt	-3
NS(=O)(=O)c1ccc(CCNC(=O)c2cc([N+](=O)[O-])ccc2N2CCOCC2)cc1	17	-0.1	2.0	-6	12	-5	-1.8	1
Cc1nc([N+](=O)[O-])c(Br)n1CC(=O)c1ccc(F)cc1	11	-0.2	-0.5	nt	25	3	-0.2	3
O=C(O)c1ccccc1C(=O)c1cccc2ccccc12	14	0.0	-2.3	3	18	-14	nt	-1
SMILES	DENV2 CPE rescue	Xi reactivation	CFTR F508del cor	RAD54 inh	INS-1E GSIS act	RAD52 anneal inh	E-selectin induc	Casp6 inh
CC(=O)c1cc(C#N)c(N2CCCCC2)nc1C	-2	0.0	-0.6	1	11	-9	nt	-3
C[C@H]1CN([C@@H](C)CO)S(=O)(=O)c2ccc(C#CCN(C)C)cc2O[C@H]1CN(C)C(=O)CC1CC1	2	-0.3	2.9	-5	-3	-9	0.2	2
CCCn1nc(C(=O)Nc2ccc3nc(N4CCOCC4)sc3c2)ccc1=O	4	0.2	-1.7	11	39	-3	-2.4	0
Cc1ccc(S(=O)(=O)NCC(=O)OCC(=O)N2CCc3ccccc32)cc1	nt	nt	nt	-4	-16	-13	nt	-5
O=C(COC(=O)c1ccccc1Br)Nc1nnc(-c2ccccc2)o1	nt	0.2	1.1	4	3	-21	nt	1
C[C@@H]1CN([C@@H](C)CO)C(=O)Cc2cc(NS(C)(=O)=O)ccc2O[C@@H]1CN(C)Cc1ccc(-c2ccccc2)cc1	5	0.0	-0.7	1	-9	-2	0.4	3
CN1C(=O)c2cc(NC(=O)C3CCCC3)ccc2OC[C@@H]2O[C@H](CC(=O)NCCc3ccncc3)CC[C@@H]21	10	0.0	1.0	nt	1	3	0.1	1
COc1ccc(NC(=S)N2CCC(C(=O)c3ccc(F)cc3)CC2)cc1	37*	0.1	-3.3	-9	-1	-2	nt	1
COc1ccc(C2=NCCNC(C(F)(F)F)=C2)cc1	4	0.4	2.0	nt	-6	-12	nt	0
CCN(C[C@H]1N[C@@](CC)(C(=O)OC)[C@H]2C(=O)N(C)C(=O)[C@@H]12)C(C)=O	-23	0.0	-4.1	-18	1	-13	1.0	5
